LGR2 antag – inhibitors of bursicon-induced LGR2 CRE-luciferase signal, primary screen, cell-based, HEK293, CRE-luciferase reporter, bursicon stimulation. inhibition, % at 9.99 µM. AID 720647, 2013. bursicon-stimulated, 4 h. Drosophila bursicon receptor LGR2 (rickets). hit rate 0.35% among 380,000;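 active = drop in luminescence signal, shown as inhibition above about 50% in the replicate tests, limit read from the data, passing the limit was not always enough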;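 note: agonist challenge used bursicon conditioned medium at about half maximal strength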
esBAF inh – Bmi1 luciferase reporter increase in mESCs, primary screen, esBAF inhibitor project, mouse ES cells, Bmi1 luciferase knock-in, single point. 24 h; 100% = twice the neutral-well signal. reporter increase, % at 12.5 µM. hit rate 2% among 350,000; in the data active = activation above about 40%;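 note: 0% = median of the plate's neutral control wells and 100% = double that signal; a rise in the Bmi1 reporter signal indicates esBAF inhibition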
FN deposit inh – inhibitors of fibronectin matrix deposition, primary screen, AH1F cells, Alexa488-fibronectin fluorescence, plate reader. AH1F fibroblasts, overnight. inhibition, % at 12.6 µM. hit rate 0.086% among 350,000. AID 743247, 2014;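 active = mean inhibition across replicates of 30% or more, regardless of how many single replicates reach that level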;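 note: positive control wells lacked labelled fibronectin entirely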
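Test system: AH1F fibroblast monolayer depositing Alexa488-labelled fibronectin into matrix. Input: 10000 cells per well. Technique: fluorescence, ex 485 nm, em 525 nm. Buffer or medium: DMEM plus 2% serum, read in PBS. Timing: 1 h cell adhesion before compound, then overnight fibronectin incubation. Compound: single dose, pinned. Read-out basis: inhibition from reduced deposited-fibronectin fluorescence.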
S100A4 inh HTS – inhibitors of S100A4-myosin IIA peptide binding, primary screen, biochemical, fluorescence polarization, TAMRA-MyoIIA peptide; Protein S100-A4 (Homo sapiens), P26447; inhibition, % at 10.7 µM; hit rate 0.14% among 360,000;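 active = mean inhibition of at least 70% across replicates, with every replicate also reaching that level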
Target sequence (P26447 whole entry, looked up): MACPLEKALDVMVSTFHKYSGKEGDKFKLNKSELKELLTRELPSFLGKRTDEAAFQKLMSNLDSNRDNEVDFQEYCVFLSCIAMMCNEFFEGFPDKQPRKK
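incubation = readout 5 min after mixing, signal stable up to 60 min | system = S100A4 monomer protein | buffer or medium = HEPES pH 7.2 with CaCl2, KCl, NaCl, DTT, Triton | benchmarks = neutral control DMSO, positive control TFP | also added = fluorescent myosin IIA peptide, 5 nM | compound dosing = one concentration per compound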
SIRT5 inh – SIRT5 desuccinylase inhibitors, primary screen, biochemical, fluorescence imaging, single point, set 5 | Purified SirT5, succinyl-peptide AMC, trypsin-coupled fluorescence | inhibition, % at 15 µM | hit rate 1.1% among 330,000 | AID 652115, 2013; in the data active = inhibition above about 15%
Target sequence (Q9NXA8 whole entry, looked up): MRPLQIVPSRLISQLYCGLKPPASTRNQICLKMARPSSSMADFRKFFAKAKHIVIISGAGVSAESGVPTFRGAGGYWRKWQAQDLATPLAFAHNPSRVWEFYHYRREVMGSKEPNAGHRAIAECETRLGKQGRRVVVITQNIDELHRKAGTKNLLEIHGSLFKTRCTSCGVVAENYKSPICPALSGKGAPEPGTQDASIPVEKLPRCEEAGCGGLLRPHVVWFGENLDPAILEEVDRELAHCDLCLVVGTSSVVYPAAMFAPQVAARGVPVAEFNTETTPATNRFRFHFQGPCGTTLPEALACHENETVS
Statin myotox sup – suppressors of statin myotoxicity in C2C12 myotubes, primary screen, cell-based, single point, plate reader; AID 602340, 2012; hit rate 0.78% among 330,000; rescue of ATP level, % at 7.49 µM; C2C12 myotubes + simvastatin, ATP luminescence, 48 h; scaled: DMSO 0, geranylgeraniol control 100;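 active = mean ATP rescue above about 67%, or every replicate alone reaching that limit, limit read from the data, passing the limit was not always enough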;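 note: myotubes were challenged with 10 µM simvastatin during compound exposure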
Casp6 inh – human caspase-6 inhibitors, primary screen, biochemical, VEID-R110 fluorescence, single point, set 2. inhibition, % at 12.5 µM. AID 686996, 2013. hit rate 0.53% among 350,000. P55212. purified caspase-6, Z-VEID-R110 cleavage fluorescence;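 active = mean inhibition across replicates at least about 35%, with every replicate also reaching that limit, limit read from the data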;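 note: 0% = median of neutral control wells and 100% = no fluorescence left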
Target sequence (P55212 24-179 limits assumed): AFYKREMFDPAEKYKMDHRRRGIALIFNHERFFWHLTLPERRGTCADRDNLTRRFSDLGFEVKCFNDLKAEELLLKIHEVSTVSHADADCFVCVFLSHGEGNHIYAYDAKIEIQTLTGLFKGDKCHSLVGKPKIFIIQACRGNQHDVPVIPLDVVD
Target sequence (P55212 194-293 limits assumed): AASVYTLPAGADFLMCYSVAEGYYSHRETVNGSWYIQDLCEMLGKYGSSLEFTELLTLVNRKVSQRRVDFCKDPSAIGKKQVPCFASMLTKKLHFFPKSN
* = called active by the depositor; . = not tested or not shown; & = joins results of further samples.

no.	SMILES	LGR2 antag	esBAF inh	FN deposit inh	S100A4 inh HTS	SIRT5 inh	Statin myotox sup	Casp6 inh
1	O=C(O)CNC(=S)N(Cc1ccc(F)cc1)C1CCCCC1	17	.	-4	-1	-2	.	2
2	COc1ccc(CN(C)C[C@@H]2Oc3c(NS(=O)(=O)c4ccc(C)cc4)cccc3C(=O)N([C@H](C)CO)C[C@@H]2C)cc1	-1	-5	.	1	0	21	2
3	COc1ccc(CN(C)C[C@@H]2OCCCC[C@H](C)Oc3ccc(NS(=O)(=O)c4cn(C)cn4)cc3C(=O)N([C@H](C)CO)C[C@@H]2C)cc1	-3	-1	.	1	-1	.	-2
4	CCCCNC(=O)C1=C(N)C(C(=O)Nc2ccc(C)c(S(=O)(=O)N3CCCCC3)c2)SC1=Nc1ccc(C)cc1C (stereo not given)	.	0	2	.	.	-12	.
5	Cc1onc(-c2c(F)cccc2Cl)c1C(=O)NCCO	-12	.	5	0	-3	.	-1
6	Cc1cc([N+](=O)[O-])nn1CC(=O)Nc1nc2ccccc2s1	-1	.	.	-3	2	.	2
7	CCn1cc(CNC(=O)CSc2nc(-c3ccc(OC)c(OC)c3)cc(C(F)(F)F)n2)c(C)n1	-3	.	7	2	-6	.	4
8	COc1cccc(-c2nc(CS(=O)CC(=O)NC(C)CCc3ccccc3)c(C)o2)c1 (stereo not given)	11	0	0	-4	1	24	2
9	Cc1cc(O)c(/C=N/Nc2ccc(F)cc2)c(=O)o1	34	.	3	-5	-3	.	1
10	C=CCn1c(=O)c(C(=O)Nc2ccccc2S(N)(=O)=O)c(O)c2ccccc21	-32	65*	-2	5	2	1	7
11	COc1ccccc1C(=O)Nc1cccc(C(=O)N2CCOCC2)c1	-18	3	3	-3	7	-2	1
12	CCOC(=O)c1c(C)n(C)c2ccc(OCC(O)CN(CC)CC)cc12 (stereo not given)	-4	3	-1	-2	2	-10	-6
13	Cc1noc(C)c1-c1ccc(C(=O)Nc2cccc(NS(C)(=O)=O)c2)c2occc12	-4	4	7	-1	-1	13	1
14	Cc1cc(OCC(=O)Nc2ccccc2N2CCCCC2)ccc1C(C)C	3	-16	-6	-5	2	-1	-4
15	COc1cc2c(CCNC(C)=O)c[nH]c2cc1O	-6	-6	1	-1	3	3	-1
16	O=C(c1ccncc1)N1CC2(C1)[C@H](c1ccccc1)[C@H](CO)N2C(=O)c1ccncc1	3	.	.	-10	-4	.	1
17	COC(=O)c1c(C)noc1-c1ccc(Cl)cc1	.	-6	-3	0	1	3	-3
18	CCOC(=O)C1(CCOc2ccccc2)CCN(Cc2cnc(C)[nH]2)CC1	5	.	-1	-3	-2	.	-3
19	CCC(=O)c1c[nH]c(C(=O)NCCc2ccccn2)c1	-17	1	.	.	.	25	.
20	N#Cc1ccc(-c2ccc([C@@H]3[C@H](CO)N4C(=O)CN(C(=O)C5CC5)C[C@@H]34)cc2)cc1	2	.	.	35	-4	.	5
21	Cn1c(=O)[nH]c(=O)c2c1nc(Br)n2Cc1ccc(Cl)cc1	-7	-4	8	-29	.	11	-1
22	CCn1c(SCC(=O)N/N=C/c2cccs2)nc2ccccc21	9	.	0	1	4	.	4
23	Cc1ccc(/C=C/S(=O)(=O)NCC(=O)OCC(=O)N2CC(=O)Nc3ccccc32)cc1	0	-1	11	-1	3	-7	0
24	C[C@H](CO)N1C[C@H](C)[C@@H](CN(C)CC2CCCCC2)Oc2ccc(NC(=O)Nc3ccccc3)cc2CC1=O	17	5	-1	-9	6	-2	1
25	O=C(C1CCOCC1)N1CC(=O)N2[C@H](C1)[C@@H](c1ccc(Br)cc1)[C@@H]2CO	0	.	.	65	-2	.	1

Whole records, looked up by structure. Screens in order: LGR2 antag	esBAF inh	FN deposit inh	S100A4 inh HTS	SIRT5 inh	Statin myotox sup	Casp6 inh
Listed for Cc1cc([N+](=O)[O-])nn1CC(=O)Nc1nc2ccccc2s1 → -1	.	.	-3	2	.	2
Listed for Cc1cc(O)c(/C=N/Nc2ccc(F)cc2)c(=O)o1 → 34	.	3	-5	-3	.	1
Listed for CCn1cc(CNC(=O)CSc2nc(-c3ccc(OC)c(OC)c3)cc(C(F)(F)F)n2)c(C)n1 → -3	.	7	2	-6	.	4
Listed for CCOC(=O)C1(CCOc2ccccc2)CCN(Cc2cnc(C)[nH]2)CC1 → 5	.	-1	-3	-2	.	-3

Additional records.
no.	SMILES	LGR2 antag	esBAF inh	FN deposit inh	S100A4 inh HTS	SIRT5 inh	Statin myotox sup	Casp6 inh
26	CNC(=O)/C(C#N)=C/c1c(N2CC(C)OC(C)C2)nc2ccccn2c1=O (stereo not given)	3	.	1	-5	.	.	0
27	CSc1sccc1/C=N/NC(=O)c1ccncc1	1	1	-2	4	-2	-5	1
28	CNC(=O)C[C@@H]1CC[C@H]2[C@H](COc3ccc(NC(=O)NC4CCCC4)cc3C(=O)N2C)O1	-14	3	-21	3	-8	-4	-2
29	CC(=O)Nc1ccc(Nc2nnc(-c3ccc(C)c(S(=O)(=O)NCC4CCCO4)c3)c3ccccc23)cc1 (stereo not given)	1	2	8	-3	-3	3	-1
30	Cn1c(CCN2CCCC2)nc2cc(NC(=O)COc3ccc(Cl)cc3)ccc21	1	3	3	-1	-3	-6	-9
31	COC(=O)c1c(NC(=O)CN(C)CC(=O)Nc2ccc(C)cc2)sc2c1CCC(C)C2 (stereo not given)	-23	-4	4	2	5	2	-1
32	O=C(Cc1ccc(Cl)cc1)NCC(=O)N1CCC2(CC1)NCCc1[nH]cnc12	2	-3	-4	2	.	-9	1
33	COc1ccc(CCNCc2cc3ccc(C)cc3[nH]c2=O)cc1OC	10	-7	3	-22	-5	16	-4
34	COc1ccccc1N1CCN(C(=O)c2ccccc2SCC(=O)N2CCCC2)CC1	5	.	2	-2	-1	-19	1
35	O=C(Nc1ccccc1)Nc1nc(-c2ccc(Cl)cc2)cs1	.	.	-4	-3	-2	.	-4
36	CC(C)(C)SCCNC(=O)/C=C/c1ccccc1	-40	.	2	-7	-1	.	-1
37	O=C1CN(C(=O)CSc2nnc(C3CC3)n2-c2ccccc2)c2ccccc2N1	.	-7	-4	.	.	3	.
38	O=C(NCC[C@H]1CC[C@@H](NC(=O)c2cccnc2)[C@H](CO)O1)Nc1ccc(C(F)(F)F)cc1	0	-2	-7&-6	-3	0	-13	-160
39	COc1ccc(Cl)cc1NC(=O)CN(C)C(=O)c1ccc(COc2ccccc2)cc1	2	1	7	-4	-3	-5	3
40	CC1=C/C(=C\c2ccc(Br)o2)C(=O)O1	-13	.	5	-4	0	.	83*
41	C[C@@H]1CCCCO[C@@H](CN(C)C(=O)c2ccncc2)[C@H](C)CN([C@H](C)CO)C(=O)c2cc(NC(=O)c3ccncc3)ccc2O1	-1	6	1	3	-2	.	5
42	Cc1ccccc1Cn1ccc(=NCc2ccccc2)cc1	5	.	.	-16	-5	.	-3
43	COc1cccc(CNCCNC(=O)c2ccco2)c1OC	.	-12	-4	.	.	13	.
44	CCc1ccc(OCC(=O)Nc2ccncc2)c(Br)c1	-30	5	-9	-7	0	-9	1
45	CN(C)CCn1c2ccccc2c2nc3ccc([N+](=O)[O-])cc3cc21	-6	.	-17	1	-2	.	3
46	Cc1ccc(C(=O)Nc2ccc(C)c(S(=O)(=O)Nc3ccccc3Cl)c2)s1	9	.	6	25	1	.	4
47	CC1CCCC(NC(=O)c2ccncc2)C1C (stereo not given)	-1	-4	6	3	-1	-4	0
48	CCOC(=O)Cc1csc(NC(=O)CCCC(=O)O)n1	.	.	-1	-2	-1	.	-2
49	CCCCn1cnc2c(SCc3ccccn3)nc(N)nc21	4	6	-4	-2	4	0	2
50	CCOC(=O)C1C(=O)NC(N2CCN(Cc3ccccc3)CC2)=NC1c1ccco1 (stereo not given)	.	-6	2	.	.	2	.
51	COc1ccc(-n2c(COc3cccc(C)c3)nnc2SCC(=O)NCc2ccco2)cc1	.	5	0	.	.	9	.
52	COCCCNC(=O)c1ccc(N2CCCC2)c(NS(=O)(=O)c2ccc(C)cc2)c1	-15	13	-6	.	.	-9	.
53	C[C@@H]1CN([C@@H](C)CO)C(=O)c2cc(NC(=O)Nc3ccc(C(F)(F)F)cc3)ccc2O[C@H]1CN(C)S(C)(=O)=O	1	-6	.	-6	-2	21	-6
54	Cc1ccc(S(=O)(=O)Nc2cccc3c2O[C@@H](CN(C)C(=O)Nc2ccc4c(c2)OCO4)[C@@H](C)CN([C@@H](C)CO)C3=O)cc1	-6	73*	.	-7	3	-15	0
55	O=S1(=O)CCC(n2nccc2-c2ccccc2)C1 (stereo not given)	0	-3	-1	-1	-1	-3	-1
56	COc1ccc(-c2nc(CS(=O)CC(=O)NCc3ccc(Cl)cc3)c(C)o2)cc1OC (stereo not given)	4	-5	-3	17	-6	4	2
57	Cc1cccc(NC(=O)CN(CC2CCCO2)C(=O)c2cc(S(=O)(=O)N(C)C)ccc2F)c1C (stereo not given)	8	3	-6	-3	-1	1	-32
58	CC(C)=Nc1ccccc1C1COC(=O)C1=N (stereo not given)	-6	.	10	-3	-2	.	-2
59	O=C(Nc1c(Br)cc2c(c1Br)Cc1cc([N+](=O)[O-])ccc1-2)C(Cl)Cl	-4	.	12	-2	.	.	-1
60	O=C(CSc1nc(=O)n2ccccc2n1)N1N=C(c2cccs2)CC1c1ccc(F)cc1 (stereo not given)	11	.	10	-3	1	-10	-4
61	COc1ccc(C(=O)N2CCN(c3ncccn3)CC2)cc1S(=O)(=O)N1CCOCC1	4	-4	0	3	1	5	-2
62	C[C@@H]1CN([C@H](C)CO)S(=O)(=O)c2ccc(Br)cc2O[C@H]1CN(C)S(C)(=O)=O	-3&-6	0&-5&-1	-5&-7	2&-15&-7	2&-3&-2	-1	2&-3&0
63	CC(=O)c1ccc(NC(=S)NCCc2cccc(Cl)c2)cc1	-57	.	-2	-9	-11	.	3
64	O=C(C[C@@H]1C[C@H]2c3cc(NC(=O)Cc4ccncc4)ccc3O[C@H]2[C@@H](CO)O1)NCc1ccccn1	0	-5	.	2	-1	-3	1
65	CNC[C@@H]1Oc2ccc(NC(=O)NC(C)C)cc2C(=O)N([C@@H](C)CO)C[C@@H]1C	9	2	.	0	1	-20	-2

Source: PubChem

This is a subset. The share of hits here may be higher or lower than overall.
